FN deposit inh: inhibitors of fibronectin matrix deposition, primary screen, AH1F cells, Alexa488-fibronectin fluorescence, plate reader; AH1F fibroblasts, overnight; 350,000 tested, 0.086% active; inhibition, % at 12.6 µM;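 active = mean inhibition across replicates of 30% or more, regardless of how many single replicates reach that level; inconclusive = mean under 30% yet at least half of replicates reach 30%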;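 note: positive control wells lacked labelled fibronectin entirely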
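Measured by – fluorescence 485/525 nm · System – AH1F fibroblast monolayer, labelled fibronectin deposition · Amount – 10000 cells per well · Buffer or medium – serum-reduced DMEM (2% serum) · Doses – single dose, pinned · Also added – fluorescent fibronectin at 24 nM final · Schedule – 1 h cell attachment, overnight exposure to compound and label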
EWS-Fli inh: EWS/Fli-driven NR0B1 reporter inhibitors, primary screen, A673 cells, NR0B1 luciferase, luminescence, MLPCN library | viability-normalised | inhibition, % at 12.6 µM | AID 651661, 2012 | 350,000 tested, 0.67% active;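 active = mean inhibition of at least 50% after viability correction, with every replicate also passing that limit; inconclusive = mean reaches 50% but only one of two replicates passes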;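 note: firefly luciferase signal divided by Alamar Blue viability fluorescence both relative to DMSO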
PGC1a acetyl inh: inhibitors of PGC1a acetylation signal, primary screen, cell-based, U2OS, AlphaScreen, inhibitor mode; AlphaScreen anti-acetyl-lysine; with virally co-expressed GCN5 acetyltransferase; inhibition, % at 15.6 µM; 350,000 tested, 0.17% active; AID 651687, 2012;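 active = every replicate shows inhibition of at least 40%; inconclusive = mean inhibition at least 40% but some replicate below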;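 note: 0% = neutral control wells and 100% = positive control wells; some results beyond the cut were filed as inactive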
ERAP1 inh: human ERAP1 aminopeptidase inhibitors, primary screen, biochemical, single point, plate reader | 340,000 tested, 0.15% active | Endoplasmic reticulum aminopeptidase 1 (Homo sapiens), Q9NZ08 | recombinant ERAP1, Leu-AMC fluorescence, 60 min | AID 652197, 2013 | inhibition, % at 10.7 µM;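 active = mean replicate inhibition of at least 30%, or all replicates individually reaching that 30% level; inactive = mean below 30% and not every replicate reaching it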;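 note: 0% = neutral control wells and 100% = L-leucinethiol positive control wells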
Target sequence (Q9NZ08 whole entry, looked up): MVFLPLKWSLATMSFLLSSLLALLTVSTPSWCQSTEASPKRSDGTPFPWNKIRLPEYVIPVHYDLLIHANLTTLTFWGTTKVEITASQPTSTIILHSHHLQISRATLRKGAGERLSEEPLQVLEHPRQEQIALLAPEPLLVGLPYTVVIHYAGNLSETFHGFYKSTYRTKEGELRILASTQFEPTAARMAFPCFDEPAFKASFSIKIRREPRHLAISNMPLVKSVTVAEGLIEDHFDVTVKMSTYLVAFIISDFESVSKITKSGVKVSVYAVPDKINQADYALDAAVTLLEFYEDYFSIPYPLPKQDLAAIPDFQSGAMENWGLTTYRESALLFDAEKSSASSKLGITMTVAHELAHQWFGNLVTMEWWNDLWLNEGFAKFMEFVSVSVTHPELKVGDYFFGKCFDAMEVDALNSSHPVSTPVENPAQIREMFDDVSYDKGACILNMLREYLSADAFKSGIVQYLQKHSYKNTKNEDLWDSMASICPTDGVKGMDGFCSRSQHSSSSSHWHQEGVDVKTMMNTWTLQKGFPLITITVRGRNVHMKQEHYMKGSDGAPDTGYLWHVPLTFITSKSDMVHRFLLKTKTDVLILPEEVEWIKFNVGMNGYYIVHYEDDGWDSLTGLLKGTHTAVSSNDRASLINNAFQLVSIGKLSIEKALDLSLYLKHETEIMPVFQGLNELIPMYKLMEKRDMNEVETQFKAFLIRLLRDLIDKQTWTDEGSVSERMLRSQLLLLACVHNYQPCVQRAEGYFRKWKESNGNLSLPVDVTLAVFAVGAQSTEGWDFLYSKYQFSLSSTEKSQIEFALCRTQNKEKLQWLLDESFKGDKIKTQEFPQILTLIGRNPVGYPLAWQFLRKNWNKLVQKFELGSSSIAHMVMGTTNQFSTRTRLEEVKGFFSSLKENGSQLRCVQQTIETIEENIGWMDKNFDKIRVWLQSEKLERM
S100A4 inh HTS: inhibitors of S100A4-myosin IIA peptide binding, primary screen, biochemical, fluorescence polarization, TAMRA-MyoIIA peptide; Protein S100-A4 (Homo sapiens), P26447; inhibition, % at 10.7 µM; 360,000 tested, 0.14% active; AID 652163, 2013;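 active = mean inhibition of at least 70% across replicates, with every replicate also reaching that level; inconclusive = mean inhibition reaches 70% but some replicates fall short; inactive = mean inhibition below 70%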
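assay system = human S100A4 monomer with TAMRA-labelled myosin IIA peptide | also added = labelled myosin peptide probe, 5 nM | incubation = 5 min between mix addition and reading | control set = DMSO and TFP controls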
LGR2 antag: inhibitors of bursicon-induced LGR2 CRE-luciferase signal, primary screen, cell-based, HEK293, CRE-luciferase reporter, bursicon stimulation. Drosophila bursicon receptor LGR2 (rickets). bursicon-stimulated, 4 h. inhibition, % at 9.99 µM. 380,000 tested, 0.35% active;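 active = drop in luminescence signal, shown as inhibition above about 50% in the replicate tests, limit read from the data, passing the limit was not always enough; inconclusive = probably only some replicates passing the limit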;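 note: agonist challenge used bursicon conditioned medium at about half maximal strength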
PglD inh: C. jejuni PglD acetyltransferase inhibitors, primary screen, biochemical, DTNB colorimetric, single point | purified PglD enzyme, DTNB colorimetric CoA detection | inhibition, % at 12.5 µM | UDP-N-acetylbacillosamine N-acetyltransferase PglD (Campylobacter jejuni) | 360,000 tested, 0.098% active; in the data active = inhibition above about 16%, passing the limit was not always enough; inconclusive = no clear call, values can overlap the other calls; note: strong numbers were not always called active
PAX8 inh HTS: inhibitors of PAX8-driven TPO luciferase reporter, primary screen, RMG-I cells, single concentration. 360,000 tested, 1.2% active. SteadyGlo, 24 h. inhibition, % at 12.6 µM;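 active = mean replicate inhibition at least 60% with every replicate also reaching 60%; inconclusive = only one of the two criteria is met; inactive = mean below 60% and not all replicates reaching 60%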;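 note: luciferase light reporting Pax8 driven TPO promoter activity; plate controls were median of neutral control wells for no effect and mitoxantrone controls for full effect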
* = called active by the depositor; ? = inconclusive; . = not tested or not shown.

#	smiles	FN deposit inh	EWS-Fli inh	PGC1a acetyl inh	ERAP1 inh	S100A4 inh HTS	LGR2 antag	PglD inh	PAX8 inh HTS
1	COCC(=O)Nc1ccc2c(c1)C(=O)N(C)C[C@H](OC)[C@H](C)CN(C(=O)c1cccnc1)[C@@H](C)CO2	-8.8	-8.0	-13.2	0.3	-12.5	0.8	-4.6	-10.6
2	CC(=O)NCCN1C(=O)S/C(=C\c2cccs2)C1=O	0.1	-18.6	-1.7	2.2	2.1	-1.7	-7.8	-29.6
3	Cc1ccc(NC(=O)CN(C)C(=O)Cn2c(=O)oc3ccccc32)cc1	2.3	-2.2	.	-2.3	-6.3	7.6	4.2	-5.4
4	Cc1ccc(C(=O)N2C(CC(=O)Nc3ccc(Cl)cc3)C(=O)NC3CCCCC32)cc1 (stereo not given)	6.7	41.3	4.9	-5.8	2.3	1.6	-0.6	27.0
5	COC(=O)c1cc(NC(=O)CN2CCc3cc4c(cc3C2)OCCCO4)cc(C(=O)OC)c1	.	5.3	-19.3	1.2	-0.3	.	-4.6	.
6	C[C@@H]1CN([C@@H](C)CO)C(=O)c2cc(C#CC(C)(C)O)cnc2O[C@H]1CN(C)C(=O)C1CCC1	.	-17.3	-0.6	1.2	18.3	-11.4	3.8	.
7	COc1cccc(C(=O)N2CCN(Cc3ccc(OC)cc3OC)CC2)c1	2.0	1.5	-4.3	-4.8	-1.4	-8.6	2.4	3.8
8	O=C(NC(Nc1nc2ccc([N+](=O)[O-])cc2s1)(C(F)(F)F)C(F)(F)F)c1cccnc1	10.6	4.3	.	3.7	-0.1	.	.	93.1*
9	CCCCn1c(N)c(N(CC(C)C)C(=O)c2c(CC)noc2C)c(=O)[nH]c1=O	-1.8	-3.1	.	3.4	-24.4	-2.2	.	.
10	COc1ccc(OC)c(S(=O)(=O)N2CCCC(C(=O)N3CCCCCC3)C2)c1 (stereo not given)	-1.6	-1.6	-11.5	-4.8	-2.3	5.7	-0.8	13.5
11	OCC(CO)(CO)N=Cc1cc(Br)ccc1O	.	7.5	9.1	1.6	-0.5	2.4	1.9	.
12	O=C(c1ccc(F)cc1)c1ccc(N2CCCCC2)cc1	2.5	-84.5	5.3	-0.1	-8.6	-109.0	-1.9	-193.1
13	N#C[C@H]1[C@H](c2ccc(C3=CCCCC3)cc2)[C@@H](CO)N1C(=O)CN1CCOCC1	-4.6	2.8	7.1	0.0	3.2	4.3	1.7	5.7
14	C[C@H]1CCCCO[C@@H](CN(C)C(=O)NC2CCCCC2)[C@@H](C)CN([C@@H](C)CO)C(=O)c2cc(NS(C)(=O)=O)ccc2O1	-6.3	5.5	-1.4	.	.	-10.5	-2.1	-4.5
15	CN(C)C(=O)CCC(=O)N(C)CC1CCCN(CCc2ccc(F)cc2)C1 (stereo not given)	0.0	-3.7	-7.7	0.7	-1.8	-3.5	2.7	5.3
16	Cc1nc2ccc(NC(=O)c3ccc([N+](=O)[O-])cc3[N+](=O)[O-])cc2s1	5.0	2.5	-1.5	-0.6	-2.5	-7.7	.	-7.6
17	CCCCC1=CC2=CC(=O)C(C)(OC(=O)CCc3ccccc3)C(=O)C2=CO1 (stereo not given)	-4.4	-6.4	.	-0.5	-21.7	-7.9	0.3	-45.7
18	C[C@@H]1CN([C@@H](C)CO)C(=O)Cc2cc(NC(=O)Cc3ccccc3)ccc2O[C@H]1CN(C)Cc1ccc(-c2ccccc2)cc1	.	19.8	-1.2	-0.3	1.4	23.3	0.3	78.8*
19	C[C@@H]1CCCCO[C@H](CN(C)C(=O)C2CCCCC2)[C@H](C)CN([C@H](C)CO)C(=O)c2cc(NC(=O)C3CCCCC3)ccc2O1	.	3.7	-11.5	-0.4	-8.3	4.0	-4.6	1.8
20	CCC(=O)N1[C@@H]2Cn3c(cccc3=O)[C@H]1[C@@H](C(=O)NC1CCCC1)[C@@H]2CO	-8.1	4.9	5.6	-1.6	6.7	5.1	.	.
21	COc1cccc(C(=O)NCC(=O)OCC(=O)NC2CCCCC2)c1	.	-5.4	-5.6	1.3	-0.6	-12.2	-4.3	7.5
22	O=C(NC1CC1)C1CCN(Cc2cnn(-c3ccccc3)c2-n2cccc2)CC1	-18.6	.	1.7	.	.	.	4.4	2.0
23	COc1ccccc1C(=O)NCCC(=O)NNC(=O)C1COc2ccccc2O1 (stereo not given)	-1.3	-0.8	.	-8.2	1.7	-5.6	.	-10.3
24	O=C(N[C@@H]1C/C=C\C[C@@H](CC(=O)N(CCO)Cc2ccccc2)C(=O)N[C@H](Cc2ccccc2)COC1=O)OCC1c2ccccc2-c2ccccc21	-3.1	0.3	1.5	-1.3	-2.3	.	4.8	11.1
25	C=CCNC(=S)NCc1ccc(CNC(=S)NCC=C)cc1	0.4	2.8	-16.3	0.1	3.1	-4.8	-4.5	-3.6
26	CC1(C)Cc2c(sc(NC(=O)C(=O)N3CCCC3)c2C(=O)O)CO1	1.1	-2.9	-7.1	3.6	-0.4	19.3	6.1	4.1
27	C/C(=N/NC(=O)CNC(=O)C1COc2ccccc2O1)c1ccc([N+](=O)[O-])cc1 (stereo not given)	-0.9	3.0	-2.5	-3.2	1.4	-11.5	-1.1	-13.3
28	CC(C)NC(=O)N(C)C[C@H]1Oc2ccc(NC(=O)Nc3ccc4c(c3)OCO4)cc2CC(=O)N([C@@H](C)CO)C[C@@H]1C	-13.5	2.1	10.0	-0.8	14.0	-6.2	-1.0	.
29	O=C(COC(=O)CCCNC(=O)c1ccc(Cl)cc1)NCc1ccccc1Cl	1.7	.	-15.3	.	.	.	8.6	3.8
30	COc1ccc(C(=O)Nc2ccc(NC(=O)c3cccc(F)c3)cn2)cc1	-4.2	-8.3	.	-6.8	-21.0	-3.2	4.2	-39.3
31	O=C1C2CC=C(Cl)CC2C(=O)N1CC1OCCc2ccccc21 (stereo not given)	0.0	.	6.0	.	.	.	4.3	-8.4
32	CCCn1nc(C(=O)Nc2ccc3nc(N4CCOCC4)sc3c2)ccc1=O	-12.9	38.2	.	2.9	-1.0	9.2	-0.4	38.6
33	C[C@@H]1CCCCO[C@H](CN(C)C)[C@@H](C)CN([C@@H](C)CO)C(=O)c2cc(NS(=O)(=O)c3ccc(Cl)cc3)ccc2O1	.	-2.1	4.9	0.7	-17.9	-14.6	2.8	14.5
34	C[C@@H]1CN([C@@H](C)CO)C(=O)c2cc(-c3ccc(F)cc3)cnc2O[C@H]1CN(C)CC1CCOCC1	-6.9	-12.2	0.6	-0.9	6.5	-11.5	2.3	-8.3
35	COc1ccc(S(=O)(=O)Nc2ccc3c(c2)C(=O)N([C@H](C)CO)C[C@@H](C)[C@H](CN(C)Cc2ccccc2)OCCCC[C@H](C)O3)cc1	2.8	3.2	-23.4	.	.	10.0	-1.0	-5.9
36	CC(C)NC(=O)N1[C@H](CO)[C@H](c2ccccc2)C12CN(C(=O)Cc1ccccc1)C2	.	-2.4	-4.4	-6.6	-5.9	8.9	.	5.0
37	Cc1cc2ccccc2c(=O)n1CC(=O)NCC(=O)N1CCN(c2ccccc2F)CC1	-24.8	.	-11.6	-0.1	1.6	-2.0	3.8	17.5
38	CN(C)c1ccc(CCc2ccc(N)cc2)cc1	8.3	36.9	-6.3	-3.8	-11.5	-51.0	1.6	-12.9
39	C[C@@H]1CN([C@H](C)CO)S(=O)(=O)c2ccc(-c3ccccc3)cc2O[C@H]1CN(C)C	.	7.9	-5.7	-0.2	0.8	-4.5	2.4	-44.8
40	FC(F)(F)c1cnc(-c2cnc(-c3ccncc3)nc2)c(Cl)c1	5.0	-96.0	-4.1	2.1	-8.2	-57.6	.	-119.9
41	COc1ccc(S(=O)(=O)N2CCOCC2)cc1NC(=O)COc1ccc(C(C)=O)cc1OC	-0.6	9.1	.	1.5	-1.4	-4.3	-2.6	-13.7
42	C[C@H](CO)N1C[C@H](C)[C@H](CN(C)S(=O)(=O)c2ccc(F)cc2)OCCCC[C@H](C)Oc2ccc(NC(=O)CCCN(C)C)cc2C1=O	-0.8	3.6	-1.1	0.8	1.8	4.1	1.5	-22.6
43	CCOC(=O)CCc1c(C)n[nH]c1C	-2.9	-5.9	.	2.5	-6.7	.	.	5.6
44	O=C(O)c1cc(NS(=O)(=O)c2ccc(NC3CCCCC3)c([N+](=O)[O-])c2)cc(C(=O)O)c1	-8.0	-7.7	.	0.7	0.0	9.9	.	-6.8
45	COCCN(Cc1ccccc1)C(=O)C1CCN(C(=O)Nc2ccccc2)CC1	-2.5	-11.7	4.5	0.6	1.8	-6.0	-3.1	-10.7
46	Cc1c(C(=O)NCc2ccccc2C(F)(F)F)sc(=O)n1Cc1ccc2c(c1)OCO2	-9.3	-4.9	.	.	?	0.1	0.7	-0.3
47	CC(=O)Nc1ccc2nc(C3CC3)n(Cc3ccc(Cl)cc3)c(=O)c2c1	2.3	-90.0	.	.	0.5	-57.2	.	-120.2
48	CCC1SC(C)C/C(=N/NC(N)=O)C1C (stereo not given)	4.5	-8.8	1.8	-1.8	-1.8	-13.7	-4.8	-3.7
49	COc1ccc(N2CCN(S(=O)(=O)CCNC(=O)/C=C/c3ccccc3)CC2)cc1	-1.2	3.2	.	-1.0	2.1	-6.7	.	6.0
50	CCOC1=C2[C@H](c3cccs3)N(S(=O)(=O)c3ccc(C)cc3)C[C@H]2n2c(=O)n(-c3ccccc3)c(=O)n2C1	.	-2.3	-11.1	.	3.1	3.0	-5.9	-29.2
51	Cc1ccc(Cn2c(SCC(N)=O)nc3c2c(=O)n(C)c(=O)n3C)cc1	.	6.6	1.3	-0.2	-7.4	0.6	4.0	.
52	C=CCN1CN(CCc2ccccc2)CNC1=S	0.1	3.9	8.6	0.8	-0.6	.	8.2	-30.2

Compound activity: PubChem BioAssay, Broad Institute

Compounds as they come; 2.1% or so of the library scored in one or more.
